NR2E3 ag-1: NR2E3 (human) agonism; Q9Y5X4; GST-NR2E3/biotin-RetCOR TR-FRET, 1536-well; inhibition of corepressor binding, % at 4.78 µM; 320,000 tested, 0.12% active; AID 2300;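 active means percent inhibition above the cutoff of mean plus 3 SD of all tested compounds, set per screening campaign, cut at about 20% in these data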;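 further: 0% = DMSO wells and 100% = biotin wells as full block of FRET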
Target sequence (Q9Y5X4 whole entry, looked up): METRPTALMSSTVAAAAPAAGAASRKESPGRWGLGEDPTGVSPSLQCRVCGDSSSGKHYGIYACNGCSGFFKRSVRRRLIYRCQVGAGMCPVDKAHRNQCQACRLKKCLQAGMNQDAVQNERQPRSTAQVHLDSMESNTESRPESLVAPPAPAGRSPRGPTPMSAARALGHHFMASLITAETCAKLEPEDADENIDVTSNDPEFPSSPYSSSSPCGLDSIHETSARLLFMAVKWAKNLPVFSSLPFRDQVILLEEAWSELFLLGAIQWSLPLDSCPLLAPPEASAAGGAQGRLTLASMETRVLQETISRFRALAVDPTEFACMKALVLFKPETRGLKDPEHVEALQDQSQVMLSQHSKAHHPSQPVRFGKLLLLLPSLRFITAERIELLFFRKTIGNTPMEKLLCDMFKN
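Material: NR2E3–RetCOR corepressor complex / Incubation: Compound–protein incubation for 5 h at 4 °C / Dosing: compound at 4.8 µM, single dose / Detection: time-resolved FRET / Benchmarks: high control biotin, low control 0.6% DMSO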
Peg3 promoter: inhibitors of Peg3 promoter. 360,000 tested, 1.7% active. HeLa PEG-Prom luciferase reporter, luminescence, overnight. inhibition, % at 20 µM;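 active means inhibition of at least 50% at 20 µM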
PDI turbidity: PDI (human) enzyme inhibition; P07237; inhibition, % at 10 µM; 350,000 tested, 0.052% active; PDI insulin aggregation turbidity, A650, 90 min;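 active means mean inhibition across replicates of 30% or more, whatever share of single replicates reach that level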;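 further: absorbance from insulin aggregation driven by PDI reduction with DTT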
Target sequence (P07237 whole entry, looked up): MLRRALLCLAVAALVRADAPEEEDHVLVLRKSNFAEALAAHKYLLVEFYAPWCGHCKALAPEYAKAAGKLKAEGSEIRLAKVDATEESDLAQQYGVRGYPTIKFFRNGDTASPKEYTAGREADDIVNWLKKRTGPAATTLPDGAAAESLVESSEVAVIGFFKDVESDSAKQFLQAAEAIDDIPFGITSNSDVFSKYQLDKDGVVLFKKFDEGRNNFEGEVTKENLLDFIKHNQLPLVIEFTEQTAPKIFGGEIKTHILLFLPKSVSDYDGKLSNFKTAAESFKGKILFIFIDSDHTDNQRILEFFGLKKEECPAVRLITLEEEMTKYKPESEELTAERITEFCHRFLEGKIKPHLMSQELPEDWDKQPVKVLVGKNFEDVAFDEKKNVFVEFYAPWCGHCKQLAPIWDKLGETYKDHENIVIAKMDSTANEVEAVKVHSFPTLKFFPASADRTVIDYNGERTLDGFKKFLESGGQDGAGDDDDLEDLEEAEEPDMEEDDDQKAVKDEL
TRPM1 prom inh: inhibitors of MITF-driven TRPM1 promoter in melanoma cells; SK-MEL-5 TRPM1 promoter luciferase, 24 h; inhibition, % at 12.5 µM; 330,000 tested, 0.83% active; AID 488899;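 active means mean inhibition across replicates of 60% or more, whatever share of single replicates reaches that level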; further: values of inactives mirror those of a sister screen read the other way
Shn3 3UTR inh: reduces Shn3 3'UTR luciferase signal in osteoblasts; Clone20 osteoblast Shn3 3'UTR firefly luciferase, 24 h; inhibition, % at 12.5 µM; 360,000 tested, 0.52% active;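 active means mean inhibition of at least 75% with every replicate also reaching 75%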;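 further: 0% = median of neutral control wells and 100% = pilot-screen positive control compound; some compounds past the cut are filed as inactive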
Vif imaging: HIV Vif inhibition; HEK293T cells, Vif self-association by quenched fluorescence, imaging, 24 h; inhibition, % at 7.49 µM; 340,000 tested, 0.35% active; in the data active means inhibition above about 50%, passing the limit was not always enough; further: some results filed as inactive read as strong as hits
CaV13 ICDI inh: Primary screen for inhibitors of IQ motif and Ca2+-dependent inactivation inhibitor domain binding in CACNA1D, Förster resonance energy transfer in living cells, …. inhibition, % at 12.3 µM. AID 743397. 340,000 tested, 0.098% active. HEK cells, CFP/YFP FRET ICDI-IQ, plate reader, 10 min; percent FRET-ratio fall versus neutral wells;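 active means mean replicate inhibition of at least 30% and at least 1% of replicates passing that level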;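 further: 0% = median of the neutral control wells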
KKLEB tox: CF airway cell cytotoxicity counter-screen; activity change (cytotoxicity), % at 5 µM; 360,000 tested, 0.36% active; KKLEB CF airway cells viability, ATPlite luminescence, overnight; active compounds read low; cells stimulated with P. aeruginosa culture filtrate;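 active means corrected activity change at or below -50% at 5 µM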
HIF-2a inh: HIF-2a inhibition; 360,000 tested, 0.72% active; inhibition, % at 18.8 µM; AID 624352; 786-0 RCC cells HIF-2a reporter, luciferase luminescence, overnight;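 active means inhibition of the luminescence signal of 40% or more relative to plate controls, in a single-dose primary screen at 18.75 µM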
NR2E3 ag-2: agonists of human NR2E3 nuclear receptor; Q9Y5X4; CHO-S Gal4-NCOR/VP16-NR2E3 two-hybrid, luciferase; AID 602229; inhibition of corepressor binding, % at 3.98 µM; 360,000 tested, 0.35% active;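 active means inhibition above the mean of all tested compounds plus 3 SD, cut at about 70% in these data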;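 further: 0% = DMSO with NR2E3 transfected cells and 100% = cells lacking NR2E3 construct; higher means lower luciferase signal from less NR2E3 corepressor binding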
CF NFkB block: cystic fibrosis NF-kB activation inhibition; KKLEB NF-kB-GFP reporter, PAF-induced, GFP fluorescence overnight; inhibition, % at 5 µM; 360,000 tested, 0.86% active; AID 588850;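 active means at least 50% inhibition at 5 µM, scaled per plate between neutral and stimulator controls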;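 further: PAF is a Pseudomonas aeruginosa culture filtrate used as stimulus; plate controls were PAF-stimulated DMSO wells for no effect and unstimulated DMSO wells for full effect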
An asterisk follows results filed as active; · = not tested or not shown; & = joins results of further samples.

SMILES	NR2E3 ag-1	Peg3 promoter	PDI turbidity	TRPM1 prom inh	Shn3 3UTR inh	Vif imaging	CaV13 ICDI inh	KKLEB tox	HIF-2a inh	NR2E3 ag-2	CF NFkB block
COCCNC(=O)Nc1ccc2nc(-c3ccco3)c(-c3ccco3)nc2c1	30*	13	3	-17	4	-1	-12	-19	42*	-26	8
C/C(=N\NC(=O)CSc1nc2ccccc2[nH]1)c1ccncc1	6	-5	-5	-9	17	27	-5	8	18	-26	-16
Cc1cc(C)c2c(n1)SCC(=O)N2CC(=O)Nc1ccccc1Cl	0	-6	·	-4	8	1	-2	18	-1	-36	-6
CCO/C(C)=N/n1c2nc3ccccc3nc2c2c(=O)n(C3CCCC3)c(C)nc21	-2	9	-19	-15	-40	-7	·	-11	2	-20	1
CCOC(=O)C1=NN(C(=O)Cc2ccccc2)C(O)(C(C)(C)C)C1 (configuration not stated)	3	3	1	6	5	42	-4	8	11	-18	-8
O=S(=O)(c1cc(F)ccc1F)N1CCC2(CC1)OCCN2S(=O)(=O)c1cccs1	-1	5	4	6	1	-15	-4	-4	7	-14	17
CCn1cc(C(=S)N2CCC(C(N)=O)CC2)c2ccccc21	1	18	2	10	-12	-5	-7	-4	14	3	16
O=C(CN1CCN(S(=O)(=O)c2ccc(Cl)cc2)CC1)Nc1ccc(N2CCOCC2)cc1	6	10	0	-3	1	-5	-3	8	16	-14	-4
COc1ccc(OCc2nnc(NC(=O)Nc3ccc(F)cc3)s2)cc1	1	6	10	2	10	-2	-5	-16	8	11	1
CCOc1cc2c(C#N)c(N3CCOCC3)nc(N)c2c(N)n1	-2	-6	6	4	8	7	·	-9	-16	0	17
CCCCCN(C(=O)CCC(=O)OC(C)C(=O)NCc1ccccc1)c1c(N)n(CCCC)c(=O)[nH]c1=O (configuration not stated)	1	6	0	5	-2	11	-7	-5	4	-1	2
COC1=CC(=O)C=C(OC)C1=O	·	102*	-1	54	97*	-2	-5	-9	6	-17	24
c1cnn(-c2cc(N3CCOCC3)ncn2)c1	-1	-7	5	4	1	-2	-4	-5	-27	-20	0
CNc1nc(N/N=C/c2ccc([N+](=O)[O-])cc2)nc(Nc2ccccc2)n1	1	7	10	1	34	-1	-2	4	-48	8	-32
CCCCOc1ccc(C(=O)N(Cc2ccco2)C2CCS(=O)(=O)C2)cc1 (configuration not stated)	1	0	-2	4	23	-1	·	-6	5	-7	-1

A few values from the entries so far.
Reading of Cc1cc(C)c2c(n1)SCC(=O)N2CC(=O)Nc1ccccc1Cl under TRPM1 prom inh: -4
Reading of CCOc1cc2c(C#N)c(N3CCOCC3)nc(N)c2c(N)n1 under Shn3 3UTR inh: 8
Reading of COc1ccc(OCc2nnc(NC(=O)Nc3ccc(F)cc3)s2)cc1 under NR2E3 ag-2: 11
Reading of CCO/C(C)=N/n1c2nc3ccccc3nc2c2c(=O)n(C3CCCC3)c(C)nc21 under HIF-2a inh: 2
Reading of CCCCCN(C(=O)CCC(=O)OC(C)C(=O)NCc1ccccc1)c1c(N)n(CCCC)c(=O)[nH]c1=O (configuration not stated) under Shn3 3UTR inh: -2

(list continues)
SMILES	NR2E3 ag-1	Peg3 promoter	PDI turbidity	TRPM1 prom inh	Shn3 3UTR inh	Vif imaging	CaV13 ICDI inh	KKLEB tox	HIF-2a inh	NR2E3 ag-2	CF NFkB block
COc1ccccc1NC(=S)NCc1ccccc1	1	8	4	4	7	-1	-5	11	19	10	-7
O=C1C2CCCN2C(=S)N1c1cc(Cl)ccc1Cl (configuration not stated)	·	-3	-2	-3	-4	-1	-2	-6	18	-20	6
CC(=O)N1c2ccc(S(=O)(=O)NCCC(=O)Nc3cccc(Cl)c3)cc2CC1C (configuration not stated)	10	18	3	5	-5	11	-12	5	19	-15	6
COc1cccc(S(=O)(=O)NCc2ccc(C(=O)Nc3ccc(Cl)c(Cl)c3)cc2)c1	5	5	-1	20	51	-29	·	4	13	13	-11
COc1ccc(CNC(=O)C2CCN(S(=O)(=O)c3ccc4c(c3)C(C)(C)C(=O)N4C)CC2)cc1	6	9	-1	3	4	10	-5	-24	16	10	-8
COC(=O)c1ccccc1COc1cccn2c(N(C)CC3CC3)c(C)nc12	·	-142	-5	·	-51	-14	-5	6	-248	-12	-2
CN(C)/C=C/C(=O)/C=C/c1cn(-c2ncc(C(F)(F)F)cc2Cl)c2ccccc12	1	33	-5	6	14	-2	·	-8	24	28	4
Clc1cncc(Cl)c1N/N=C/c1ccncc1	3	-12	-2	11	14	-12	-5	-42	14	-15	81*
C=CC1CN(CC(=O)OC)S(=O)(=O)c2ccccc21 (configuration not stated)	2	6	8	-2	-11	2	-5	16	11	-9	2
O=[N+]([O-])c1ccccc1-c1cc(-c2ccccc2O)n[nH]1	1	-294	11	-42	-90	-7	-6	7	-246	-82	-29
O=c1cc(-c2ccccc2)nc2nc(COc3ccccc3)[nH]n12	0	7	7	9	7	3	-1	2	-1	2	-7
C=CCN1C(=O)C(CC(=O)Nc2ccccc2F)S/C1=N\c1nccs1 (configuration not stated)	3	-4	2	-9	-31	-10	10	11	-10	-10	-12
Cn1c(=O)c(C(=O)NNC(=O)c2ccccc2Cl)c(O)c2ccccc21	-2	11	0	16	10	-8	-17	-2	-13	-5	-24
COc1ccc(C(=O)N2CCCC(Nc3ccc(F)c(F)c3)C2)c(OC)n1 (configuration not stated)	-4	-9	7	-6	-12	·	-2	14	-28	-18	-8
O=C(COC(=O)c1nc(Cl)ccc1Cl)c1ccc[nH]1	2	-13	5	5	15	1	-7	-11	-9	31	15

Exported with values under each structure: part of the list above.
Results follow in this order: NR2E3 ag-1, Peg3 promoter, PDI turbidity, TRPM1 prom inh, Shn3 3UTR inh, Vif imaging, CaV13 ICDI inh, KKLEB tox, HIF-2a inh, NR2E3 ag-2, CF NFkB block
O=C1C2CCCN2C(=S)N1c1cc(Cl)ccc1Cl (configuration not stated)
    ·, -3, -2, -3, -4, -1, -2, -6, 18, -20, 6
COc1ccccc1NC(=S)NCc1ccccc1
    1, 8, 4, 4, 7, -1, -5, 11, 19, 10, -7

Continuation.
SMILES	NR2E3 ag-1	Peg3 promoter	PDI turbidity	TRPM1 prom inh	Shn3 3UTR inh	Vif imaging	CaV13 ICDI inh	KKLEB tox	HIF-2a inh	NR2E3 ag-2	CF NFkB block
O=C(NCc1ccccc1)c1n[nH]nc1-c1ccccc1O	-1	-20	-13	-24	-27	-10	-9	-6	-109	-66	3
COC(=O)C1=C(C)NC(C)=C(C(=O)OC)C1C(=O)OC1CCCCC1=O (configuration not stated)	-1	-4&-12	-4&-7	3&7	-15&1	-3&1	-5&1	-7&5	2&5	14&-6	-8&-11
CCCC12CN3CC(C)(CN(C1)C3c1ccc3c(c1)OCO3)C2=O (configuration not stated)	0	-10	-4	2	8	-10	-6	5	11	-22	1
O=C(Nc1nnc(S(=O)(=O)N2CCOCC2)s1)c1ccccc1Br	8	-10	·	·	-9	-7	6	13	-14	-18	-21
COC1=C(Nc2ccccc2)C(=O)c2ccccc2C1=O	-6	-44	3	59	-17	·	-6	-7	-51	-8	50*
Cc1cccc(CC2CC(=O)N(C3CCCCC3)C2=O)c1 (configuration not stated)	0	14	-1	-1	7	-3	-7	12	-15	-15	0
C/C(CC1CC(COCCC(C)C)OC1=O)=N\NC(N)=S (configuration not stated)	4	11	-5	7	-3	23	-9	0	14	-5	-4
O=C(Nc1nc(-c2ccc(-c3ccccc3)cc2)cs1)c1cnccn1	4	-49	-3	1	-7	3	-3	-2	-37	-24	-2
C/C(Cn1nnc2ccccc21)=N/OC(=O)c1c(F)cccc1F	5	-9	3	-4	-6	15	-2	7	-5	-5	5
CCc1nc2c(OCC(=O)C(C)(C)C)cccn2c1N(C)C(=O)c1ccccc1F	·	-3	-11	·	2	6	-17	8	14	-10	-12
CC1CCCC(NC(=O)c2cccc(S(=O)(=O)NCc3ccccc3)c2)C1C (configuration not stated)	2	21	6	-4	32	7	-2	-15	8	-36	14
O=[N+]([O-])c1ccc(NCCNS(=O)(=O)c2ccccc2)cc1	-1	24	-8	16	-4	20	-4	13	7	-7	-7
Cc1ccc(S(=O)(=O)CC(=O)N2CC(C)OC(C)C2)cc1 (configuration not stated)	-3	6	-4	-1	12	0	·	4	6	-24	0
COc1ccc(S(=O)(=O)Nc2ccc(S(=O)(=O)N3CCCC3)cc2)cc1	0	15	2	11	12	5	·	21	-1	9	6
CC(c1ccccc1)C1OCC(C[N+]2(C)CCCCC2)O1 (configuration not stated)	-5	17	4	12	-4	-7	-1	18	8	5	5
NC(=O)NC(CC(=O)NCCc1ccc(S(N)(=O)=O)cc1)c1ccc(Cl)cc1 (configuration not stated)	2	0	3	2	9	3	10	19	15	-10	-15
CCN(CC)S(=O)(=O)c1ccc(NN)nc1	4	1	0	15	-1	-1	-2	-38	21	-10	5
CCOC(=O)N1CCC(N2C(=O)c3cc(C(=O)NC4CCCCC4)ccc3C2O)CC1 (configuration not stated)	5	-5	-6	-8	-15	-2	38*	-5	-1	30	-20
CNCc1ccccc1OCc1ccccc1F	2	21	-1	8	5	-5	1	-10	10	-20	-1
Cc1cc(C)c(S(=O)(=O)c2ccccc2)c(OC(=O)c2c(Cl)cc(Cl)cc2Cl)n1	3	19	-4	-3	0	-3	-5	10	17	24	46
CCN(CC)C(=O)C1CCCN(Cc2ccc(OC)c(C)c2C)C1 (configuration not stated)	-1	7	1	13	-7	6	-6	4	1	8	-4

A stretch from the list above:
SMILES	NR2E3 ag-1	Peg3 promoter	PDI turbidity	TRPM1 prom inh	Shn3 3UTR inh	Vif imaging	CaV13 ICDI inh	KKLEB tox	HIF-2a inh	NR2E3 ag-2	CF NFkB block
Cc1ccc(S(=O)(=O)CC(=O)N2CC(C)OC(C)C2)cc1 (configuration not stated)	-3	6	-4	-1	12	0	·	4	6	-24	0
COc1ccc(S(=O)(=O)Nc2ccc(S(=O)(=O)N3CCCC3)cc2)cc1	0	15	2	11	12	5	·	21	-1	9	6
CC(c1ccccc1)C1OCC(C[N+]2(C)CCCCC2)O1 (configuration not stated)	-5	17	4	12	-4	-7	-1	18	8	5	5
NC(=O)NC(CC(=O)NCCc1ccc(S(N)(=O)=O)cc1)c1ccc(Cl)cc1 (configuration not stated)	2	0	3	2	9	3	10	19	15	-10	-15
CCN(CC)S(=O)(=O)c1ccc(NN)nc1	4	1	0	15	-1	-1	-2	-38	21	-10	5
CCOC(=O)N1CCC(N2C(=O)c3cc(C(=O)NC4CCCCC4)ccc3C2O)CC1 (configuration not stated)	5	-5	-6	-8	-15	-2	38*	-5	-1	30	-20
